Growth percent in the NCI-60 one-dose screen (48 h, 10 µM unless noted): 100 = growth as untreated, 0 = no growth, -100 = all killed.
LOX IMVI – LOX IMVI melanoma; hit rate 7.4% among 79,000
T-47D – T-47D breast cancer; hit rate 5% among 79,000
HS 578T – HS 578T breast cancer; hit rate 4.1% among 78,000; AID 1794788
UACC-62 – UACC-62 melanoma; hit rate 5.4% among 81,000
MALME-3M – MALME-3M melanoma | hit rate 5.8% among 78,000
MCF7 – MCF7 breast cancer | hit rate 6.3% among 82,000
UACC-257 – UACC-257 melanoma. hit rate 4.4% among 78,000. AID 1794764
BT-549 – BT-549 breast cancer. hit rate 4.4% among 78,000. AID 1794793
Numbers without * were called inactive; & = joins results of further samples. Rule for the calls: active = growth percent below 10; inactive = the rest.

COc1cc(OC)c(S(=O)(=O)NNC(=O)c2ccncc2)cc1C(=O)/C=C/c1ccc(Cl)cc1 was read as LOX IMVI 13, T-47D 59, HS 578T 95, UACC-62 74, MALME-3M 96, MCF7 21, UACC-257 87 and BT-549 128.
Nn1c(N/N=C/c2sc3ccccc3c2Br)n[nH]c1=S was read as LOX IMVI 88, T-47D 82, HS 578T 91, UACC-62 100, MALME-3M 101, MCF7 77, UACC-257 104 and BT-549 87.
For NNC(=O)c1cc(-c2ccccc2)nc2ccccc12 the results were LOX IMVI 92&97, T-47D 93&118, HS 578T 90&96, UACC-62 86&91, MALME-3M 104&111, MCF7 94&93, UACC-257 68&92 and BT-549 74&89.
For CC(C)Sc1nc(NC2CC2)c(C#N)c(-c2ccc(F)cc2)n1 the results were LOX IMVI 85, T-47D 90, HS 578T 84, UACC-62 87, MALME-3M 108, MCF7 95, UACC-257 103 and BT-549 97.
Cn1c(=O)c2c(nc(OCCc3ccccc3)n2C)n(C)c1=O was read as LOX IMVI 109, T-47D 120, HS 578T 135, UACC-62 87, MALME-3M 125, MCF7 98, UACC-257 105 and BT-549 131.
For CC(=O)OC1(C(C)=O)CCC2C3CCC4=CC(=O)CCC4(C)C3CCC21C (stereo unspecified) the results were LOX IMVI 99, T-47D 95, HS 578T 102, UACC-62 99, MALME-3M 93, MCF7 104 and UACC-257 108.
Screening C=C1CCC2C3(C)COC(c4c(F)cccc4F)OC3CCC2(C)C1C/C=C1/C(=O)OCC1O (stereo unspecified) returned T-47D 1.6*, HS 578T 18, UACC-62 -4.0*, MALME-3M -63*, MCF7 -13*, UACC-257 -47* and BT-549 -78*.
For O=C(O)c1ccc(-n2cc(CNc3ccc(Cl)cc3)c(-c3ccccc3)n2)cc1 the results were LOX IMVI 74, T-47D 89, HS 578T 85, UACC-62 68, MALME-3M 80, MCF7 87 and BT-549 90.
Fc1ccc(Cn2cc(CSc3nc4ccccc4s3)nn2)c(F)c1 was read as LOX IMVI 97, T-47D 74, HS 578T 86, UACC-62 87, MALME-3M 90, MCF7 94, UACC-257 97 and BT-549 91.
Screening COc1ccc(C(=O)/C=C/c2ccc3c(c2)OCO3)cc1S(=O)(=O)Nc1cccnc1 returned LOX IMVI 81, T-47D 89, HS 578T 98, UACC-62 86, MALME-3M 97, MCF7 67, UACC-257 95 and BT-549 90.
CCCCN(CC)CC(CC)Nc1cc(OC)cc2cccnc12 (stereo unspecified) was read as LOX IMVI 114, T-47D 110, UACC-62 106, MALME-3M 110, MCF7 99, UACC-257 93 and BT-549 110.
CN(C)CCCOC(=O)c1cc2ccccc2s1 was read as LOX IMVI 91, T-47D 94, HS 578T 101, UACC-62 104, MALME-3M 89, MCF7 97, UACC-257 129 and BT-549 96.
Screening O=C(CSc1nc2ccccc2c(=O)n1-c1ccccc1)Nc1ccc(C(=O)/C=C/c2ccc([N+](=O)[O-])cc2)cc1 returned LOX IMVI 98, T-47D 100, HS 578T 100, UACC-62 96, MALME-3M 97, MCF7 78, UACC-257 97 and BT-549 88.
COc1ccc(/C=C/C(=O)c2ccc(NC(=O)CSc3nc4[nH]c(=O)n(C)c(=O)c4[nH]3)cc2)cc1OC was read as LOX IMVI 95, HS 578T 88, UACC-62 93, MALME-3M 89, MCF7 97, UACC-257 89 and BT-549 83.
Screening C[C@]12CCC(=O)C=C1CC[C@@H]1[C@@H]2CC[C@@]2(C)[C@H]1C[C@H](F)[C@@]21OCOC12COCO2 (stereo partly specified) returned LOX IMVI 92, T-47D 69, HS 578T 97, UACC-62 75, MALME-3M 97, MCF7 57, UACC-257 95 and BT-549 83.
Cc1cccc(NC(=O)/C(=C/N2C(=O)SCC2=S)N2CCOCC2)c1C was read as LOX IMVI 94, T-47D 97, HS 578T 94, UACC-62 90, MALME-3M 97, MCF7 90, UACC-257 101 and BT-549 101.
`CCCC(CO)(CO)CO` gave LOX IMVI 99, T-47D 101, HS 578T 106, UACC-62 100, MALME-3M 114, MCF7 105, UACC-257 98 and BT-549 105.
Screening CCn1c(N/N=C\c2ccc(OC)cc2)nc2c1c(=O)n(C)c(=O)n2C returned LOX IMVI 103, T-47D 96, HS 578T 111, UACC-62 99, MALME-3M 105, MCF7 99, UACC-257 110 and BT-549 105.
`COc1cc2c(cc1OC)C(c1ccc3c(c1)Cc1ccccc1-3)OC(=O)C2` (stereo unspecified) gave LOX IMVI 56, T-47D 81, HS 578T 93, UACC-62 86, MALME-3M 89, MCF7 85, UACC-257 109 and BT-549 80.
`Cc1ccc(-c2nc(SCC(=O)c3ccc(Br)cc3)[nH]c(=O)c2C#N)o1` gave LOX IMVI 100, T-47D 101, HS 578T 99, UACC-62 102, MALME-3M 103, MCF7 97, UACC-257 110 and BT-549 100.
Screening Nc1c2c(nc3ccccc13)CCCC2 returned LOX IMVI 94&99, T-47D 97&95, HS 578T 105, UACC-62 104&94, MALME-3M 109&114, MCF7 97&92, UACC-257 111&99 and BT-549 114&103.
For O=C(Cn1nncc1CN1C(=O)CSC1=O)Nc1ccc(F)c(Cl)c1 the results were LOX IMVI 97, T-47D 108, HS 578T 101, UACC-62 93, MALME-3M 104, MCF7 100, UACC-257 104 and BT-549 103.
`Oc1ccc(N=Nc2ccccn2)c(O)c1` gave LOX IMVI 8.8*, T-47D 37, HS 578T 65, UACC-62 -34*, MALME-3M 36, MCF7 15, UACC-257 3.1* and BT-549 37.
`c1cn2ccnc2c(-c2ccc3ncn(C4CCCCC4)c3c2)n1` gave LOX IMVI 94, T-47D 93, HS 578T 103, UACC-62 91, MALME-3M 99, MCF7 89, UACC-257 108 and BT-549 110.
`C/C(=N/O)c1ccc(N2C(=O)c3ccc(C(=O)O)cc3C2=O)cc1` gave LOX IMVI 103, T-47D 93, HS 578T 107, UACC-62 92, MALME-3M 102, MCF7 94, UACC-257 105 and BT-549 106.
C/C(=N\N=C\c1ccc(Cl)cc1)c1nnn(-c2ccc(Cl)cc2)c1C was read as LOX IMVI 109, T-47D 95, HS 578T 107, UACC-62 92, MALME-3M 105, MCF7 91, UACC-257 104 and BT-549 109.
Screening Cc1ccsc1[C@@H]1C[C@H](O)Cc2ccccc2N1 returned LOX IMVI 104, T-47D 103, UACC-62 88, MCF7 114, UACC-257 105 and BT-549 110.
CCCCOC(=O)C(N)Cc1c[nH]c2ccccc12 (stereo unspecified) was read as LOX IMVI 92, T-47D 92, HS 578T 92, UACC-62 87, MALME-3M 90, MCF7 87, UACC-257 97 and BT-549 83.
`O=C(CN(C(=O)c1ccccc1)C(=O)c1ccccc1)OCc1ccccc1` gave LOX IMVI 94, T-47D 98, HS 578T 94, UACC-62 87, MALME-3M 98, MCF7 101, UACC-257 84 and BT-549 94.
For CC1(C)C=C2[C@H]3CC[C@@H]4[C@@]5(C)CCCNC(C)(C)[C@@H]5CC[C@@]4(C)[C@]3(C)CC[C@@]2(CO)CC1 the results were LOX IMVI 99, T-47D 96, HS 578T 98, UACC-62 98, MALME-3M 103, MCF7 95, UACC-257 105 and BT-549 104.
CN(C)/C(N)=N/N=C(c1ccccn1)c1ccccn1 was read as LOX IMVI 88, T-47D 92, HS 578T 108, UACC-62 100, MALME-3M 101, MCF7 97, UACC-257 108 and BT-549 105.
`O=C(CSc1nc2ccccc2[nH]1)c1cc2cc(Br)ccc2o1` gave LOX IMVI 102, T-47D 101, HS 578T 100, UACC-62 93, MALME-3M 100, MCF7 88, UACC-257 104 and BT-549 106.
COc1cc(/C=C/C(=O)O)cc(OC)c1OC was read as LOX IMVI 87, T-47D 100, HS 578T 106, UACC-62 113, MALME-3M 109, MCF7 94, UACC-257 106 and BT-549 98.
Screening O=c1[nH]c(NCCO)nc2[nH]ncc12 returned LOX IMVI 99, T-47D 99, HS 578T 101, UACC-62 98, MALME-3M 102, MCF7 101, UACC-257 105 and BT-549 108.
Screening c1ccc2nc(Cn3c[n+](Cc4ccc5ccccc5n4)c4ccccc43)ccc2c1 returned LOX IMVI 26, T-47D 11, HS 578T 60, UACC-62 -16*, MALME-3M 20, MCF7 23, UACC-257 -9.5* and BT-549 8.4*.
Screening N=C(N)c1ccc(-c2ccc(-c3ccccc3)o2)nc1 returned LOX IMVI 83, T-47D 82, HS 578T 131, UACC-62 103, MALME-3M 92, MCF7 72, UACC-257 95 and BT-549 101.
Screening CCOC(=O)C1=C(CCl)NC(=O)NC1c1ccc2c(c1)OCO2 (stereo unspecified) returned LOX IMVI 21, T-47D 31, HS 578T 72, UACC-62 31, MALME-3M 18, MCF7 9.2*, UACC-257 67 and BT-549 32.
Screening CCC(CC)NCCOC(=O)c1ccccc1 returned LOX IMVI 95, T-47D 105&96, HS 578T 126&112, UACC-62 101&121, MALME-3M 105&90, MCF7 103&102, UACC-257 96&96 and BT-549 95&109.
Screening Cc1c(NCc2nnc3n(Cc4ccccc4)c(=O)c4c5c(sc4n23)CCCC5)c(=O)n(-c2ccccc2)n1C returned LOX IMVI 92, T-47D 84, HS 578T 91, UACC-62 80, MALME-3M 113, MCF7 85, UACC-257 81 and BT-549 92.
For CCCn1nc(C(=O)N2CCCCC2)c2c1CCC(Nc1ccc(Oc3ccccc3)cc1)C2 (stereo unspecified) the results were LOX IMVI 92, T-47D 83, HS 578T 98, UACC-62 71, MALME-3M 100, MCF7 90, UACC-257 99 and BT-549 92.
O=C(Oc1ccccc1)c1ccccc1O was read as LOX IMVI 97, HS 578T 107, UACC-62 101, MALME-3M 107, MCF7 112, UACC-257 84 and BT-549 93.
For Clc1ccccc1C1=NN(c2ccc(-c3ccccc3)nn2)C(c2ccccc2)C1 (stereo unspecified) the results were T-47D 58, HS 578T 93, UACC-62 81, MALME-3M 92, MCF7 81, UACC-257 106 and BT-549 96.
Screening CC/C(=C(\CC)c1ccc(O)c(CN(CC)CC)c1)c1ccc(O)c(CN(CC)CC)c1 returned LOX IMVI 76, T-47D 83, HS 578T 78, UACC-62 94, MALME-3M 104, MCF7 104, UACC-257 106 and BT-549 90.
Screening CCOC(=O)C1=C(C)N2C(=NC3=C(CCCC/C3=C\c3cc(OC)c(OC)c(OC)c3)C2c2cc(OC)c(OC)c(OC)c2)S1 (stereo unspecified) returned LOX IMVI 74, T-47D 46, HS 578T 96, UACC-62 40, MALME-3M 52, MCF7 61 and BT-549 55.
For CCCCCCC/C=C/[C@H]1O[C@]23C(=O)C[C@@]4(C[C@@H](OC5OC(CO)C(O)C(O)C5O)C[C@@H]4[C@H]2C=C1C)OC3=O (stereo partly specified) the results were LOX IMVI -68*, T-47D 25, HS 578T 62, UACC-62 14, MALME-3M 7.3*, MCF7 14, UACC-257 29 and BT-549 -0.7*.
Screening Cc1ccc(CN2CC(C(=O)OCC(=O)NC(=O)C3COc4ccccc4O3)CC2=O)cc1 (stereo unspecified) returned LOX IMVI 107, T-47D 110, HS 578T 110, UACC-62 102, MALME-3M 109, MCF7 101, UACC-257 102 and BT-549 102.

Filtered by structure: the entries above with an aryl methoxy group (eight)
COc1cc(OC)c(S(=O)(=O)NNC(=O)c2ccncc2)cc1C(=O)/C=C/c1ccc(Cl)cc1 was read as LOX IMVI 13, T-47D 59, HS 578T 95, UACC-62 74, MALME-3M 96, MCF7 21, UACC-257 87 and BT-549 128.
Screening COc1ccc(C(=O)/C=C/c2ccc3c(c2)OCO3)cc1S(=O)(=O)Nc1cccnc1 returned LOX IMVI 81, T-47D 89, HS 578T 98, UACC-62 86, MALME-3M 97, MCF7 67, UACC-257 95 and BT-549 90.
CCCCN(CC)CC(CC)Nc1cc(OC)cc2cccnc12 (stereo unspecified) was read as LOX IMVI 114, T-47D 110, UACC-62 106, MALME-3M 110, MCF7 99, UACC-257 93 and BT-549 110.
COc1ccc(/C=C/C(=O)c2ccc(NC(=O)CSc3nc4[nH]c(=O)n(C)c(=O)c4[nH]3)cc2)cc1OC was read as LOX IMVI 95, HS 578T 88, UACC-62 93, MALME-3M 89, MCF7 97, UACC-257 89 and BT-549 83.
Screening CCn1c(N/N=C\c2ccc(OC)cc2)nc2c1c(=O)n(C)c(=O)n2C returned LOX IMVI 103, T-47D 96, HS 578T 111, UACC-62 99, MALME-3M 105, MCF7 99, UACC-257 110 and BT-549 105.
`COc1cc2c(cc1OC)C(c1ccc3c(c1)Cc1ccccc1-3)OC(=O)C2` (stereo unspecified) gave LOX IMVI 56, T-47D 81, HS 578T 93, UACC-62 86, MALME-3M 89, MCF7 85, UACC-257 109 and BT-549 80.
COc1cc(/C=C/C(=O)O)cc(OC)c1OC was read as LOX IMVI 87, T-47D 100, HS 578T 106, UACC-62 113, MALME-3M 109, MCF7 94, UACC-257 106 and BT-549 98.
Screening CCOC(=O)C1=C(C)N2C(=NC3=C(CCCC/C3=C\c3cc(OC)c(OC)c(OC)c3)C2c2cc(OC)c(OC)c(OC)c2)S1 (stereo unspecified) returned LOX IMVI 74, T-47D 46, HS 578T 96, UACC-62 40, MALME-3M 52, MCF7 61 and BT-549 55.

Screens as filed in PubChem.
